Screening results (PubChem)
PRMT1 FP inh: blocks human protein arginine methyltransferase 1. Q99873. recombinant PRMT1, activity-based probe fluorescence polarization. inhibition, % at 2.79 µM. actives 1.3% (n = 370,000);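 active means inhibition above about 21% made by adding two undisclosed values, limit read from the data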
GC-B act: GC-B (human) receptor activation; P20594; activation, % at 10 µM; actives 0.11% (n = 370,000); HEK293-GC-B cells, CNP EC30, cGMP TR-FRET; 0% at EC30 CNP, 100% saturating CNP;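 active means activation at 10 µM reaching about 35% in either raw or pattern-adjusted values, limit read from the data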
rCAG binder: binds r(CAG) RNA repeats; r(CAG) RNA repeat, TO-PRO-1 dye displacement fluorescence; inhibition, % at 3 µM; actives 1.3% (n = 370,000);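 active means inhibition above the plate cutoff, the mean of all test compounds on that plate plus 3 SD, cut at about 35% in these data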;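 further: 0% = DMSO alone and 100% = 100 µM mitoxantrone as full dye displacement; higher means more dye released from RNA so lower well fluorescence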
ABHD4 inh: inhibits mouse alpha/beta hydrolase domain 4; Q8VD66; actives 0.54% (n = 370,000); inhibition, % at 8.92 µM; purified mABHD4, FP-Rh probe fluorescence polarization;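 active means inhibition exceeding the mean over every tested compound plus 3 SD, cut at about 30% in these data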;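 further: 0% = plate median of compound wells and 100% = S159A mutant with DMSO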
Target sequence (Q8VD66 whole entry, looked up, the tested form may be a part): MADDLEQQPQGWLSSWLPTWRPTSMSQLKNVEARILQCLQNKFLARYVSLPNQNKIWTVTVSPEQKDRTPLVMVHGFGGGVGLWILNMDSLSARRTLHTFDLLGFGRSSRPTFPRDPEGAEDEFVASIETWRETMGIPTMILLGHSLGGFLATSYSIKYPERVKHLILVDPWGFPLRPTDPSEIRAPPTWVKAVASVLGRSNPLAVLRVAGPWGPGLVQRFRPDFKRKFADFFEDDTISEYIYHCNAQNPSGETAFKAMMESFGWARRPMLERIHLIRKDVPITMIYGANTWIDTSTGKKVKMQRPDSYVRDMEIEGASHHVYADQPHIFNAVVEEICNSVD
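Test system: mABHD4 protein; Read-out basis: % inhibition; Incubation: 45 min + 60 min at 25 °C; Repeats: single replicate; Technique: fluorescence polarization with parallel and perpendicular emission, 525/598 nm; Compound: 8.92 µM, single dose; Benchmarks: full inhibition S159A mutant plus DMSO, zero as sample-well median.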
MBD2 DNA inh: MBD2-methylated oligo binding inhibition; TR-FRET, MBD2 binding to methylated oligonucleotide; inhibition, % at 4.4 µM; AID 686964; actives 0.31% (n = 370,000); Q9UBB5; in the data active means inhibition above about 13%
HTRA1 inhibitor: inhibitors of human serine peptidase HTRA1; recombinant HTRA1, FP-rhodamine activity-based probe, fluorescence polarization; inhibition, % at 5.96 µM; actives 0.5% (n = 340,000); AID 504803; Q92743; in the data active means inhibition above about 36%;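 further: 0% = enzyme with DMSO and 100% = wells lacking enzyme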
Target sequence (Q92743 whole entry, looked up): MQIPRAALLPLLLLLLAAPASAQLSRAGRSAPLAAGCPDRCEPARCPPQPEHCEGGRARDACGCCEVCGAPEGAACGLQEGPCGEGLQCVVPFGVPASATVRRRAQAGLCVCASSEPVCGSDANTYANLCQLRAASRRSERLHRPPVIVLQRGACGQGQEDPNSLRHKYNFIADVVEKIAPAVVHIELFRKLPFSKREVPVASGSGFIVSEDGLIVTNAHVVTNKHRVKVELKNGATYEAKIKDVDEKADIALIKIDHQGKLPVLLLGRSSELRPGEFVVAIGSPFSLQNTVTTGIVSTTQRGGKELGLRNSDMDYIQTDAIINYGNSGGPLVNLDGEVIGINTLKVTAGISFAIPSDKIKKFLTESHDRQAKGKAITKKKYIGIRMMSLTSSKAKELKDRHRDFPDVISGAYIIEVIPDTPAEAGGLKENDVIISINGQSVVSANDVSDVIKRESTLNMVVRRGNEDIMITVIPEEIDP
TDP2 absorb: TDP2 (human) inhibition, absorbance primary screen | O95551 | recombinant TDP2, T5PNP hydrolysis, p-nitrophenol absorbance 415 nm | inhibition, % at 12.8 µM | actives 0.34% (n = 370,000) | AID 720702;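 active means inhibition above the mean of all tested compounds plus 3 SD, set per campaign, cut at about 25% in these data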;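 further: 0% = DMSO with enzyme and 100% = buffer with substrate but no TDP2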
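Assay system: Recombinant human TDP2 | Quantity: 120 nM TDP2 per well | Incubation: 2 h at 37 °C | Signal: Epi absorbance | Evaluation: Percent inhibition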
TCR CD3 inh: blocks the human TCR-CD3 interaction. TAMRA-labeled TCR probe fluorescence, biochemical. inhibition, % at 9.4 µM. actives 0.37% (n = 360,000); in the data active means inhibition above about 19%;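 further: recombinant mutant TCR 2C K166C tagged with TAMRA read by polarization; 0% = receptor in buffer alone and 100% = receptor with positive control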
SIAE primary: human SIAE inhibition, primary screen; Q9HAT2; SIAE FP-Rh probe binding, fluorescence polarization; inhibition, % at 9.66 µM; actives 0.69% (n = 370,000); AID 1053197;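 active means inhibition above a cutoff: mean of compounds within the control limits plus 3 SD of those, cut at about 17% in these data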;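 further: 0% = plate median of compound wells and 100% = probe without SIAE protein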
LEDGF integ inh: blocks HIV-1 LEDGF/p75-dependent DNA integration; AID 743269; actives 0.64% (n = 370,000); inhibition, % at 3.7 µM; TR-FRET IN-LEDGF/p75 DNA integration, Eu/Cy5;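 active means inhibition above the screen-wide mean plus 3 SD, cut at about 13% in these data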;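 further: signal is the Cy5 over europium emission ratio at 671 and 618 nm; 0% = plate median of compound wells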
Numbers without * were called inactive; · = no result given. The list is partial; count on the stated rates, not on these rows.

Sequence of screens: PRMT1 FP inh, GC-B act, rCAG binder, ABHD4 inh, MBD2 DNA inh, HTRA1 inhibitor, TDP2 absorb, TCR CD3 inh, SIAE primary, LEDGF integ inh
CN(C)c1cccc(-c2cc(Nc3ccc(C(C)(C)C)cc3)ncn2)c1
→ 0.6, 12.9, 7.3, 9.3, -2.8, ·, 0.1, -5.5, 11.4, 0.2
CN(C(=O)c1ccc(NC(=O)Cc2ccc(NC(=O)C3CCCN(C(=O)C4CCC4)C3)cc2)cc1)C1CCCC1 (stereo unspecified)
→ -6.5, -2.9, 2.6, -4.9, -2.3, -4.1, -1.9, -12.9, 1.5, -2.2
CCOC(=O)C1CCCN(C(=O)c2cccc(S(=O)(=O)N(C)c3ccc(OC)cc3)c2)C1 (stereo unspecified)
→ 1.7, -1.4, -4.1, 6.2, -0.6, -2.0, -0.8, 1.6, 3.0, 0.6
O=C(CN1CCN(c2ccc(O)cc2)CC1)NCC(=O)Nc1ccc(F)c(F)c1F
→ 36.5*, 4.0, 8.2, 24.0, -0.8, 1.8, 2.0, -0.4, 8.8, -1.2
CC(=O)N(CN1C(=O)C2CC=CCC2C1=O)c1cccc(Cl)c1 (stereo unspecified)
→ 1.5, 0.7, 1.8, 7.9, 2.0, 8.7, 4.3, -1.6, 6.7, 2.2
NS(=O)(=O)c1ccc(CCNC(=O)COC(=O)CCSc2ccc(Cl)cc2)cc1
→ 2.0, -0.3, 5.5, 0.9, -1.2, -3.3, 11.0, 5.0, -2.6, -1.5
O=C(NCc1cccc(C(F)(F)F)c1)C1CCC(=O)N(C2CCCCCC2)C1 (stereo unspecified)
→ -0.7, 1.9, -9.0, -0.9, -4.8, -2.9, -0.5, 8.2, 1.1, 2.0
CC(=O)c1cnc2c(-c3ccccc3)c(C(F)(F)F)nn2c1C
→ 0.5, -8.1, 6.8, -15.5, -1.1, -33.3, -4.3, 2.4, 3.2, 1.4
CC(C)N1CC2=C(OC(N)=C(C#N)C2c2cccnc2)/C(=C/c2cccnc2)C1 (stereo unspecified)
→ 2.0, 6.2, -8.2, 11.4, 0.6, 5.3, -3.8, -5.6, 0.2, -2.0
CCCCCCCCn1c(N2CCN(c3cccc(Cl)c3)CC2)nc2c1c(=O)[nH]c(=O)n2C
→ 2.3, -4.4, 3.7, -3.4, 0.3, 2.4, 4.6, -10.5, 1.7, -7.5
Cc1ccccc1N1CCN(C(=S)c2ccc([N+](=O)[O-])cc2)CC1
→ 3.6, 5.9, 0.4, 1.8, 0.2, -3.5, -2.0, 2.3, 1.6, -0.1
CN(Cc1ccccc1)C(=O)c1cccc(NC(=O)Cc2ccc(NC(=O)C3CCCN(C(=O)CCc4ccccc4)C3)cc2)c1 (stereo unspecified)
→ -0.2, 2.3, 9.2, -13.3, 1.4, -25.6, -9.1, 5.2, -19.4, 1.6
CCCCSc1nnc(-c2ccc(C)cc2)n1C
→ -1.4, ·, -5.6, -0.9, 0.6, 3.6, 1.9, 6.0, 0.8, 4.1
COc1ccccc1NC(=O)COC(=O)C1CCCC1
→ 0.4, 3.0, 3.0, 2.4, -1.2, -0.3, -11.3, 3.2, 2.7, 1.1
O=C(NCCC1=CCCCC1)c1c(O)nc2sccn2c1=O
→ 0.4, -1.9, 1.2, 8.9, 6.4, 7.2, -1.9, 3.5, 3.7, -2.0
O=C(COC(=O)COc1ccccc1)Nc1ccc(Br)cc1F
→ -1.8, -9.0, 0.8, -2.5, -4.3, 3.9, 0.2, 7.5, 0.2, 0.7
CSc1ccccc1NC(=O)c1ccc(C)o1
→ 2.1, -1.2, -1.9, 2.9, 1.7, 4.8, -2.6, 2.1, -5.7, -1.1
Cc1c(N=C/C=C2\N(C)c3ccccc3C2(C)C)c(=O)n(-c2ccccc2)n1C
→ -3.2, 4.5, -0.2, -11.0, 3.0, -5.3, -23.4, 3.6, -2.0, 5.2
CNCc1sccc1C
→ 0.8, -2.9, -1.9, 2.5, 1.0, 9.9, -5.2, 8.0, -4.0, 2.1
COc1ccc(C(=O)N(C)CC(=O)Nc2cccc(F)c2)cc1S(=O)(=O)NC1CCCC1
→ 0.7, -1.2, -2.4, -1.0, 1.7, -0.5, 7.9, 5.8, 4.9, -4.2
COc1ccc(NC(=S)NNc2ccc(C(=O)O)cc2)cc1
→ 21.3*, -0.3, 1.4, 21.6, 0.6, -1.3, 15.1, 0.0, 0.3, 1.6
O=C1C=C(c2ccc3c(c2)OCO3)CCC1
→ -1.2, -9.7, -0.7, -0.2, -8.7, -0.9, -0.9, 4.7, 3.2, -0.9
CC(/C=N/NC(=O)Cc1cccs1)=C\c1ccco1
→ 8.8, 6.3, 7.0, -2.3, 1.3, -6.5, 5.8, -6.0, -0.2, 1.7
COc1ccc(NC(=O)CCc2nnc3ccc(NCc4ccco4)nn23)cc1OC
→ -0.9, -4.0, 3.8, 0.9, -3.0, 5.1, 3.3, 8.6, 10.5, 2.2
O=C(Nc1nc2ncccn2c1-c1ccc(C(F)(F)F)cc1)C1CC1
→ -4.7, -3.7, 0.0, 6.5, -4.9, ·, 2.8, ·, -2.7, 1.7
CCc1nnc(NC(=O)CSc2nnc(C(C)NC(=O)c3ccccc3)n2C)s1 (stereo unspecified)
→ -2.1, 1.4, -1.8, -1.2, -5.3, 5.0, 7.3, 4.5, -0.4, 3.0
CC1(OC(=O)CCc2ccccc2)C(=O)C=C2C=C(c3ccc(C#N)cc3)N(C(CO)CO)C=C2C1=O (stereo unspecified)
→ 5.2, 1.8, 5.2, 0.5, -2.5, 3.3, -4.3, 3.3, -0.8, 1.1
Cc1ccc(C(=O)ONc2ccc(N=O)cc2)cc1
→ -1.0, -7.9, 2.4, -13.7, 3.5, -8.2, -8.0, 1.6, -33.1, 1.6
Cn1c(=O)oc2ccc(C(=O)CSc3nnnn3-c3ccccc3)cc21
→ 2.6, -4.8, -1.9, -0.7, -1.9, -0.7, -8.1, -2.5, -3.6, 0.7
Cn1c(=O)c2c(ncn2CC(=O)OCC(=O)c2ccc(Cl)cc2)n(C)c1=O
→ -0.8, -3.6, -0.1, -1.4, -3.3, 6.2, 4.0, 4.5, 7.5, -1.1
CCN(C[C@H]1N[C@@](Cc2ccccc2)(C(=O)OC)[C@H]2C(=O)N(C)C(=O)[C@@H]12)C(=O)c1ccc(F)cc1
→ 0.8, 3.1, -0.7, -0.9, -0.2, -2.4, -8.5, 9.8, -4.7, 3.1
O=C(COc1ccc(Cl)cc1)NCCS(=O)(=O)N1CCN(c2ccc(F)cc2)CC1
→ 2.1, -6.6, -5.2, 3.5, 2.2, 2.9, -2.0, -2.9, -1.9, 1.7
Cc1nc(-c2ccccc2)sc1C(=O)Nc1ccccc1F
→ -5.2, -0.7, -1.6, -13.4, -4.8, -24.4, -8.0, 1.2, -7.9, 8.2
O=C(Nc1ccccc1)N1CCN(c2ccc(F)cc2)CC1
→ -0.2, 2.2, -6.6, 4.5, -4.4, 2.2, 1.3, 6.1, -0.9, -0.4
Cc1ccc(Cc2c(C)nc3nc(SCC(=O)NCc4ccco4)nn3c2C)cc1
→ 3.0, -2.2, -4.2, -3.5, 1.3, -0.7, 6.4, 4.8, 6.7, 5.0
CC(C(=O)N1CCCCCC1)c1ccc([N+](=O)[O-])cc1 (stereo unspecified)
→ 0.4, -1.4, -3.9, 3.8, 2.6, -4.4, -4.4, 0.2, 8.3, -1.1
Cc1ccc(C(C)C)c(OCCNS(C)(=O)=O)c1
→ -0.1, 1.0, -2.6, 1.4, 1.4, 0.6, 9.9, 7.4, 9.6, -1.4
COc1ccc(C)cc1N1C(=N)/C(=C2/Nc3ccccc3S2)C(c2ccccc2)C1=O (stereo unspecified)
→ 1.8, -6.3, 15.9, 0.5, 3.1, -5.7, -10.7, 10.1, 0.7, 3.2
CCCCOc1ccc(N(CC(=O)NC(C)C)C(=O)CCC(=O)Nc2ccccn2)cc1
→ 0.7, 3.0, -8.6, -5.8, -2.1, -4.9, 2.7, 8.2, -1.8, -0.7
O=C(CN1C(=O)/C(=C\c2cccc(Br)c2)Oc2ccccc21)NCC1CCCO1 (stereo unspecified)
→ 1.1, 0.6, 0.9, 2.5, 3.9, 3.0, -9.3, -2.0, 10.8, -2.8
CCOC(=O)c1ccc(N2C(=O)C3C(/C=C/c4ccccc4)OC4(C(=O)c5ccccc5C4=O)C3C2=O)cc1 (stereo unspecified)
→ -2.1, 0.8, 10.9, -0.4, -1.6, -13.5, 1.0, 0.2, -13.9, -3.7
CC(=O)c1ccc(OCCOc2ccc(Cl)c3cccnc23)cc1
→ -0.9, 4.5, -3.1, 1.8, -1.4, -13.3, -10.6, 9.2, -1.9, 1.4
CCCC[C@@H]1CNCCN1CC1(c2ccccc2)CC1
→ 1.1, -13.1, 10.6, -2.7, 1.3, 3.3, -6.4, 1.7, 4.2, 1.0
C#CCNC(=O)C1=C[C@@H](c2ccc(C(F)(F)F)cc2)C[C@@H](OCCCCO)O1
→ -0.6, -3.3, 5.4, 3.9, -0.7, -12.0, 2.9, 2.7, 5.1, 0.2
O=S(=O)(c1ccc2c(c1)OCCO2)N1CCCN(S(=O)(=O)c2c(F)cccc2F)CC1
→ 1.6, -0.5, 3.3, 1.8, -1.2, -12.5, 9.5, 6.5, -2.8, 1.1
CC(C)OCCCN1CN(S(=O)(=O)c2cccc(Cl)c2)c2nc3ccccc3nc21
→ 4.8, -7.9, 17.4, 1.0, 4.0, -7.3, -5.8, 0.4, 2.4, -0.3
COc1cc([N+](=O)[O-])cc(/C=N/NC(=O)c2cc(-c3ccccc3)nc3ccccc23)c1O
→ -5.1, -0.3, 10.8, 8.7, -4.4, 10.2, -15.4, 24.3*, -4.0, -1.1
O=C(NC(=S)Nc1cccc2c(O)cccc12)c1cccc(Br)c1
→ 2.7, -1.6, 23.5, 6.4, -3.6, -1.3, 7.6, -9.9, 4.6, -4.2
CSc1ccccc1NC(=O)CCn1c(=O)oc2ccccc21
→ -3.1, -0.2, -1.8, -2.2, -0.9, 2.6, -3.2, 6.4, 2.6, 4.7
CC(=NNC(=O)c1ccncc1)c1cccc(Cl)c1
→ 0.2, -0.5, -0.7, 4.0, -0.1, -4.7, 7.2, -3.5, -1.3, -4.0
CCCCn1c(N)c(N(CCOC)C(=O)COC(=O)COc2cccc(C(C)=O)c2)c(=O)[nH]c1=O
→ 3.0, 3.4, -2.7, -1.1, 1.1, 1.1, -10.4, -11.7, -2.8, -1.6
CCCn1c(=S)[nH]c2cc(C(=O)N3CCN(c4ccc(F)cc4)CC3)ccc2c1=O
→ 0.6, -2.7, 3.3, 4.5, 3.5, -5.7, 3.1, -0.7, -7.1, 0.0
S=C1NC2(CCCC2)N=C1c1ccccc1
→ -3.3, 4.0, -6.0, 1.0, -1.2, 6.5, -9.2, 2.6, 8.6, -1.5
c1ccc(-n2c(Cc3cccnc3)nc3cnccc32)cc1
→ -2.3, -5.1, -1.6, -4.0, -2.6, 2.0, 0.0, 4.4, -1.8, -1.3
CCN(CC1CCCO1)C(=O)c1cc(COc2ccccc2SC)on1 (stereo unspecified)
→ 2.1, 1.2, -3.2, -1.2, 2.0, -11.8, -4.7, -6.7, -3.1, -1.8

As entered above.
CC1(OC(=O)CCc2ccccc2)C(=O)C=C2C=C(c3ccc(C#N)cc3)N(C(CO)CO)C=C2C1=O (stereo unspecified) in SIAE primary: -0.8
O=C(NC(=S)Nc1cccc2c(O)cccc12)c1cccc(Br)c1 in TCR CD3 inh: -9.9
O=C(Nc1ccccc1)N1CCN(c2ccc(F)cc2)CC1 in ABHD4 inh: 4.5
